PMI act satM6P: PMI (human) activation, high substrate; activation factor at 20 µM; P34949; coupled PMI enzyme assay, resazurin fluorescence, 20 min; active compounds read high; 1 = untreated enzyme, 0 = substrate-free blank; AID 1216; 0.34% of 190,000 active;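 active = activation factor of 2 or more at 20 µM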
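Test system: human phosphomannose isomerase with PGI, G6PDH, diaphorase coupling enzymes; amount: 15 ng/mL PMI; incubation: enzyme reaction with compound 20 min at room temperature; technique: resorufin fluorescence (Ex 544/Em 590 nm) from resazurin via diaphorase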
Efa HMGR inh: blocks class II HMG-CoA reductase of Enterococcus faecalis; purified E. faecalis HMGR, NADPH absorbance 340 nm kinetic; inhibition, % at 10 µM; 0.41% of 190,000 active; AID 1066;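 active = inhibition above a set limit, the median over all tested compounds plus 3 SD, cut at about 9.5% in these data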;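 also: enzyme runs in reverse so mevalonate oxidation gives rising NADPH absorbance; 0% = complete reaction with DMSO and 100% = background rate lacking mevalonate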
TNAP inh hi DEA: blocks human TNAP under high phosphate acceptor concentration | 0.03% of 200,000 active | purified TNAP, CDP-star luminescence, 1 M DEA | P05186 | inhibition, % at 20 µM;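 active = over 50% inhibition of tissue-nonspecific alkaline phosphatase at 20 µM in the single-dose screen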;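 also: plate controls were DMSO wells for no effect and EDTA-quenched wells as full inhibition for full effect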
Target sequence (P05186 whole entry, looked up): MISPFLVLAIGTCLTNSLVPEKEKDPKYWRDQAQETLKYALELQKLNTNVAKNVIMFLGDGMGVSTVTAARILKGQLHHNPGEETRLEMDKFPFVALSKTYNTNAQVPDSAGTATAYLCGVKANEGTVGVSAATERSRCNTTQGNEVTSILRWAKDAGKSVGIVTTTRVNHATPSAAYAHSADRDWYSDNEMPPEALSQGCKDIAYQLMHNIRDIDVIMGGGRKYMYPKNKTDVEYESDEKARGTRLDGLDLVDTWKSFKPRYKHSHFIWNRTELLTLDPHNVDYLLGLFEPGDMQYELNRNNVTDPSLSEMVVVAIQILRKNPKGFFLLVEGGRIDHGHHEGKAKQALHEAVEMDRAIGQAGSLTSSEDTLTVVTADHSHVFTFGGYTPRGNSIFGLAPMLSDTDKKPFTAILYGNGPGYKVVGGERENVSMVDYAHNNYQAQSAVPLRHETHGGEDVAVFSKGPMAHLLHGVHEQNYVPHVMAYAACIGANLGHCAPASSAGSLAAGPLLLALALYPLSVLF
PMI act: increases human mannose-6-phosphate isomerase activity; P34949; purified human PMI, coupled resazurin fluorescence, 20 min; active compounds read high; 1 = vehicle control, 0 substrate-free wells; activation factor at 20 µM; 0.005% of 190,000 active;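 active = activation factor of 2 or more at 20 µM, relative to plate controls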
RAM network inh: inhibitors of the yeast RAM network; 1.8% of 190,000 active; S. cerevisiae dse1pr::URA3 reporter, 5-FOA growth OD615, 2 d; analog-sensitive cbk1-as2 kinase mutant strain; inhibition, % at 50 µM;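 active = inhibition above a set limit, 3 SD over mean compound inhibition, cut at about 8.4% in these data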;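 also: 0% = DMSO-only wells with no growth and 100% = 10 µM 1-NA-PP1 full growth; inhibition rescues growth on 5-FOA so higher OD means more RAM inhibition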
Hsp70 activator: Hsp70 transcriptional activation, primary screen | HeLa Hsp70 promoter luciferase reporter, luminescence; scaled: vehicle 0, proteasome-inhibitor control 100% | activation, % at 10 µM | 0.04% of 200,000 active;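 active = activation above the mean across all tested compounds plus 3 SD, cutoff set per campaign, cut at about 5.5% in these data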;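 also: 100% = MG132 at 30 µM as the positive control and 0% = DMSO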
S1P3 antag: blocks the human S1P3 receptor; Q99500; CHO S1P3 NFAT-BLA reporter, FRET fluorescence, antagonist mode; inhibition, % at 4.98 µM; 0.27% of 170,000 active; AID 485;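 active = inhibition above the plate cutoff, the mean inhibition of test wells on that plate plus 3 SD, cut at about 28% in these data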;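 also: cells challenged with S1P at its EC80 of 0.8 µM; blue over green emission ratio from cleaved BLA substrate after 4 h stimulation; 0% = S1P-stimulated wells and 100% = unstimulated DMSO-only wells; some compounds past the cut are filed as inactive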
Target sequence (Q99500 whole entry, looked up): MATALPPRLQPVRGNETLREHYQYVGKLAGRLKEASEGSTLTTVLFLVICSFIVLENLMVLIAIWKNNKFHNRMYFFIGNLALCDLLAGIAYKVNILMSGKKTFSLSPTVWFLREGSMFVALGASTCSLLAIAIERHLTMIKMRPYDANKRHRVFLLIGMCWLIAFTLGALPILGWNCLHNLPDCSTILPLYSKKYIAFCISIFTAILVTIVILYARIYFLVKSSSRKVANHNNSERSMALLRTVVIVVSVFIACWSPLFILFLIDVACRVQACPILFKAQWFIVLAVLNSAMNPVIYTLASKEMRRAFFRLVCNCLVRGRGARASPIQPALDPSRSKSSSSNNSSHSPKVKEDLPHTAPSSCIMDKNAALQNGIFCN
Redox H2O2 prof: compounds producing H2O2 with reducing agent – biochemical, NIH compound library profiling, artefact control for MLSCN library redox annotation, primary screen. 0.03% of 200,000 active. DTT-dependent redox cycling H2O2, phenol red/HRP absorbance; 100% = 100 µM peroxide control, 0% = buffer. AID 878. activation, % at 10 µM;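 active = activation of at least 50% relative to the plate's high and low controls in the primary single-dose screen; inactive = activation below 50%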;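 also: compound incubated with DTT at 0.8 mM final as the reducing agent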
TNAP inh no acc: inhibitors of human TNAP without phosphate acceptor; AID 1012; inhibition, % at 20 µM; 0.26% of 200,000 active; purified TNAP, CDP-star luminescence, 30 min; P05186;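 active = tissue-nonspecific alkaline phosphatase inhibition above about 50% at 20 µM in the single-dose screen, limit read from the data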;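 also: 0% = DMSO negative control and 100% = EDTA positive control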
Lmaj promast: reduces viability of Leishmania major promastigotes. resazurin fluorescence viability. inhibition, % at 10 µM. 9% of 200,000 active; in the data active = inhibition above about 50%;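 also: promastigotes grown with compound for 44 hours at 28 °C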
* = called active by the depositor; x = not tested or not shown.

Molecule,PMI act satM6P,Efa HMGR inh,TNAP inh hi DEA,PMI act,RAM network inh,Hsp70 activator,S1P3 antag,Redox H2O2 prof,TNAP inh no acc,Lmaj promast
Fc1ccccc1Cn1nnc2c(NCCc3ccccn3)ncnc21,0.9,0,-8,0.9,-0.1,-0.3,22,-0.4,-23,-10
Cc1ccc(NC(=O)CSc2nc3[nH]ncc3c(=O)[nH]2)cc1,0.9,-1,-3,1,2.6,0.6,-16,-0.3,-16,-5
Cc1ccc(C(=O)O)c(C(=O)Nc2nc(C)cs2)c1,1.1,0,-6,1,0.7,0.0,-18,-4.0,-12,-3
CCN(CC)CC(O)COCCC12CC3CC(CC(C3)C1)C2 (stereo unspecified),1.1,-3,-6,1.1,0.5,-0.3,x,0.0,3,93*
O=C(O)c1ccccc1C(=O)NCc1ccccc1,1,-5,-2,1,-0.6,-0.5,x,0.0,-12,-4
COC(=O)Nc1nnc(CCc2ccccc2)s1,0.9,-2,-3,1,0.8,-0.2,10,3.7,8,-8
O=C(Nc1cc2c(ccc3ccccc32)oc1=O)C1CCCCC1,0.9,2,0,0.8,0.9,-0.2,x,-8.1,-1,-4
CC1(C)Cc2c(sc3c2c(=N)n(Cc2ccco2)c(=O)n3CC(=O)Nc2ccc(Cl)cc2)CO1,0.9,x,-6,0.9,x,x,-2,x,-13,x
Cc1cc2nc(-c3cccnc3SCC(=O)NC(C)C)[nH]c2cc1C,1.1,3,-4,1.1,1.2,0.3,4,-3.3,-12,-4
COC(=O)c1ccccc1NC(=O)CN1CCN(C(=O)c2ccco2)CC1,1.1,-4,-7,1,-0.6,-0.3,-34,0.8,-11,-3
Fc1ccc(CN2CCCCCCC2)cc1F,1.1,-6,-2,1,0.3,0.0,-19,-0.9,-13,-8
CCn1c(C)c(C(C)=O)c(N2CCN(c3ccccc3)CC2)nc1=S,1.2,-6,11,1,0.1,0.0,x,0.2,-4,8
N/C(=N\OC(=O)Cc1cccs1)c1ccccc1,0.9,-1,2,0.9,3.0,0.5,x,-11,-8,-6
CCOc1ccc(NC(=S)N(CCc2c(C)[nH]c3ccc(C)cc23)Cc2ccncc2)cc1,0.9,4,-5,1.1,-0.6,0.1,3,0.8,-7,70*
O=S(=O)(N1CCCCCC1)N1CCN(S(=O)(=O)N2CCOCC2)CC1,0.9,1,0,0.9,3.1,-0.3,-21,1.1,-7,-4
CC1=C(C(=O)OC2CCCCC2)C(c2ccco2)n2ncnc2N1 (stereo unspecified),1,-4,-10,1,3.3,x,-13,-1.1,11,0
CN(C)S(=O)(=O)N1CCN(C(=O)c2ccccc2Cl)CC1,1,-8,1,1,0.1,-0.1,0,2.6,-2,-3
O=C(Cn1nnc(-c2ccccc2)n1)NCc1ccc2c(c1)OCO2,1.1,-1,-4,1.1,1.6,0.2,5,1.1,-12,-7
COc1ccc(N2C(=O)C3C4C=CC(C4)C3C2=O)c([N+](=O)[O-])c1 (stereo unspecified),1,-1,-2,1,5.1,0.1,-15,-0.4,-9,-1
COc1ccccc1CC(=O)N1CCCC1,0.9,2,-3,0.9,0.3,0.3,-2,-0.1,-14,-7
CC1=C(C(=O)NCc2ccccc2)C(c2cccnc2)n2ncnc2N1 (stereo unspecified),0.9,0,-2,1,0.3,-0.2,-34,0.0,-3,-6
CCOc1ccc(S(=O)(=O)NCCC(=O)N2CCN(c3ccc(OC)cc3)CC2)cc1,0.9,-6,-4,1,3.1,-0.1,2,-1.0,-10,4
Cc1ccc(NC(=O)c2ccc(F)cc2)nc1,x,-1,-3,x,1.1,0.0,-22,-0.6,-6,3
CCc1ccccc1Nc1nc(N)nc(CSCC(=O)c2cc(C)n(C)c2C)n1,1,-4,-2,0.9,1.4,0.0,8,-0.3,-12,11
O=C(O)c1ccc(Cl)c(S(=O)(=O)Nc2ccccc2N2CCOCC2)c1,1,1,-2,1.2,3.1,-0.2,-39,-1.1,14,-4
COc1ccc(/C=C2/N=C(c3cccs3)OC2=O)cc1OC(C)C,1,0,2,1,2.0,-0.5,x,0.2,-5,-2
COc1ccc(NC(=O)CSCc2ccc(C)cc2)cc1,1,-5,-9,1,-0.1,-0.1,-19,0.6,-12,5
O=C(Nc1nc(-c2ccc(F)cc2)cs1)c1cccnc1,1.1,-2,-4,1.1,1.0,-0.4,-4,-0.2,-14,-2
CCN1C(=O)/C(=C/c2nc3ccccc3c(=O)n2-c2ccccc2)c2ccccc21,0.8,-1,1,0.8,4.8,-0.3,x,-1.7,-6,71*
CCOc1ccc(C2C(C(=O)Nc3cc(C)on3)c3ccccc3C(=O)N2CCN2CCOCC2)cc1 (stereo unspecified),1,-2,-8,1,-0.7,0.4,1,-0.7,-15,2

Five entries already listed, sorted by the number in TNAP inh hi DEA, lowest first:
Molecule	PMI act satM6P	Efa HMGR inh	TNAP inh hi DEA	PMI act	RAM network inh	Hsp70 activator	S1P3 antag	Redox H2O2 prof	TNAP inh no acc
CC1(C)Cc2c(sc3c2c(=N)n(Cc2ccco2)c(=O)n3CC(=O)Nc2ccc(Cl)cc2)CO1	0.9	x	-6	0.9	x	x	-2	x	-13
CCOc1ccc(S(=O)(=O)NCCC(=O)N2CCN(c3ccc(OC)cc3)CC2)cc1	0.9	-6	-4	1	3.1	-0.1	2	-1.0	-10
COC(=O)Nc1nnc(CCc2ccccc2)s1	0.9	-2	-3	1	0.8	-0.2	10	3.7	8
COc1ccc(N2C(=O)C3C4C=CC(C4)C3C2=O)c([N+](=O)[O-])c1 (stereo unspecified)	1	-1	-2	1	5.1	0.1	-15	-0.4	-9
CCn1c(C)c(C(C)=O)c(N2CCN(c3ccccc3)CC2)nc1=S	1.2	-6	11	1	0.1	0.0	x	0.2	-4

Going on with the list:
Molecule,PMI act satM6P,Efa HMGR inh,TNAP inh hi DEA,PMI act,RAM network inh,Hsp70 activator,S1P3 antag,Redox H2O2 prof,TNAP inh no acc,Lmaj promast
COc1ccc2c(c1)CCc1c(C(=O)N3CCCc4ccccc43)noc1-2,0.7,0,-6,0.7,3.1,-0.2,12,3.5,-22,13
O=c1c2ccccc2nc(-c2ccccc2)n1CCN1CCOCC1,1,-10,-6,0.9,0.3,-0.1,-7,-1.1,-5,-1
COc1ccc(NC(=O)C2CC(=O)N(C(C)C)C2)cc1 (stereo unspecified),1,0,-5,1,0.7,-0.2,-12,1.5,-3,-5
COc1ccc2[nH]c(=O)c(CN(CCO)S(=O)(=O)c3c(C)ccc4nsnc34)cc2c1,1.1,2,0,1,-0.7,-0.3,x,0.3,-8,0
O=C(NCc1ccccc1)Nc1cccn(Cc2cccc(F)c2)c1=O,1,-3,2,0.9,1.6,-0.2,2,0.1,-5,41
CCCc1cc(=O)oc2cc(C)cc(OCc3nn[nH]n3)c12,1.1,0,-7,1.1,1.2,0.7,11,1.6,-11,-8
CCOC(=O)C1(CCc2ccccc2)CCN(C(=O)c2cnc(C)cn2)CC1,1.1,0,-2,1,1.5,0.2,-4,0.8,0,-8
O=c1[nH]cnc2scc(-c3cccs3)c12,1.1,-1,-1,1.1,-0.1,-0.4,-5,0.7,29,-3
CCOC(=O)c1c(NC(=S)Nc2ccccc2C)sc2c1CCC2,0.9,-3,3,0.8,6.5,-0.1,-17,-0.1,-2,-4
O=C(CSC(=S)N1CCCCC1)c1ccccc1,0.9,0,-2,0.9,-0.9,-0.2,-5,-0.4,-8,-5
CCn1ccnc1CN(C)C(=O)CC1C(=O)NCCN1Cc1c(F)cccc1Cl (stereo unspecified),0.9,-7,-2,1,-0.2,-0.4,-22,-0.9,-4,5
CC(NC(=O)CCNC(=O)c1ccccc1Cl)C1CC2CCC1C2 (stereo unspecified),1,-3,-9,1,2.5,-0.2,-7,0.0,-10,50
Cc1ccc(Cn2c(CN3CCOCC3)nc3c2c(=O)n(C)c(=O)n3C)cc1,0.9,0,-1,0.9,1.1,-0.5,x,2.0,-7,9
COCCNC(=O)CC(NS(=O)(=O)c1ccc(NC(C)=O)cc1)C(C)C (stereo unspecified),1,0,2,0.9,1.1,-0.1,-16,-0.8,-12,-7
COc1ccc2c(c1)CC/C(=C\c1ccc(OC)c(Cn3nc(C)cc3C)c1)C2=O,0.9,0,-6,0.8,7.4,-0.2,x,0.3,-9,8
CCC(C)(C)n1nnnc1C(c1cc2cc3c(cc2[nH]c1=O)OCO3)N1CCCCC1 (stereo unspecified),1,-2,-4,1,0.4,0.2,x,0.5,-8,9
CCN(CC)C(=O)CN1CCC(n2c(C)nc3cc(C(F)(F)F)ccc32)CC1,0.9,-5,-4,1,-0.8,-0.2,-13,2.6,-5,-2
CCc1cccc(NC(=O)Cn2ncn3c(cc4ccccc43)c2=O)c1,0.9,-2,-2,0.9,1.7,-0.1,-18,1.5,-17,6
c1ccc2c(NCC3CCCO3)nc(-c3ccncc3)nc2c1 (stereo unspecified),1,-4,-4,1,0.9,-0.4,x,2.0,-11,4
COc1ccc(N(CC(=O)NC2CCCCC2)S(=O)(=O)c2c(C)[nH]c(=O)[nH]c2=O)cc1,1.1,-5,2,1.1,-0.2,-0.5,x,0.0,7,-6
COc1ccc(-c2csc(Nc3ccc(S(N)(=O)=O)cc3)n2)cc1,1,-9,-2,0.9,3.8,-0.2,x,0.4,-10,24
COc1nc(NC(C)=O)nc(C)c1Br,0.8,0,-2,1,1.4,0.1,x,0.2,-3,-5
Cc1ccc(S(=O)(=O)N2CCN(c3ccnc4cc(Cl)ccc34)CC2)cc1C,1,-4,1,0.9,0.2,-0.3,15,-0.8,-8,12
COc1cc(C(=O)OC2CC3CCC2(C)C3(C)C)ccc1OC(C)=O (stereo unspecified),1,-6,-4,0.9,3.9,0.0,-10,-0.4,-3,-1
Cc1ccc(C)n1-n1c(C)nc2sc3c(c2c1=O)CCCCC3,0.9,0,-3,0.8,3.5,-0.3,-11,-1.9,-8,12
CCCNC(=O)c1cccc(COCC(F)(F)F)c1,x,-1,x,x,1.1,-0.2,x,-0.2,x,-3
COC(=O)C(C)NC(=O)C(C)NC(=O)OCc1ccccc1 (stereo unspecified),0.9,3,2,0.9,0.1,-0.3,25,-6.2,-8,1
CCOC(=O)c1ccc2ncc(C(=O)OCC)c(NCCCN3CCOCC3)c2c1,0.9,4,-4,0.9,0.1,-0.3,-29,-2.9,-9,60*
CCOC(=O)c1sc2ccc(S(=O)(=O)N3CC(C)CC(C)C3)cc2c1N (stereo unspecified),0.9,-4,0,1,4.1,-0.1,-3,-0.1,2,-2
COc1ccc(S(=O)(=O)CCC(=O)NCCc2ccc(Cl)cc2)cc1,1,0,-3,1,0.0,-0.4,x,0.1,-14,-4

Another view of some results above:
structure: CC(NC(=O)CCNC(=O)c1ccccc1Cl)C1CC2CCC1C2 (stereo unspecified)
  PMI act satM6P = 1 | Efa HMGR inh = -3 | TNAP inh hi DEA = -9 | PMI act = 1 | RAM network inh = 2.5 | Hsp70 activator = -0.2 | S1P3 antag = -7 | Redox H2O2 prof = 0.0 | TNAP inh no acc = -10 | Lmaj promast = 50
structure: Cc1ccc(Cn2c(CN3CCOCC3)nc3c2c(=O)n(C)c(=O)n3C)cc1
  PMI act satM6P = 0.9 | Efa HMGR inh = 0 | TNAP inh hi DEA = -1 | PMI act = 0.9 | RAM network inh = 1.1 | Hsp70 activator = -0.5 | S1P3 antag = x | Redox H2O2 prof = 2.0 | TNAP inh no acc = -7 | Lmaj promast = 9

Screens (PubChem)
